MITF inh – human MITF inhibition, primary screen; AlphaScreen MITF homodimerization, bead proximity signal; inhibition, % at 2.6 µM; 0.91% of 650,000 active; O75030; in the data active means inhibition above about 50%;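 further: 0% = vehicle wells with protein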
Target sequence (O75030 whole entry, looked up): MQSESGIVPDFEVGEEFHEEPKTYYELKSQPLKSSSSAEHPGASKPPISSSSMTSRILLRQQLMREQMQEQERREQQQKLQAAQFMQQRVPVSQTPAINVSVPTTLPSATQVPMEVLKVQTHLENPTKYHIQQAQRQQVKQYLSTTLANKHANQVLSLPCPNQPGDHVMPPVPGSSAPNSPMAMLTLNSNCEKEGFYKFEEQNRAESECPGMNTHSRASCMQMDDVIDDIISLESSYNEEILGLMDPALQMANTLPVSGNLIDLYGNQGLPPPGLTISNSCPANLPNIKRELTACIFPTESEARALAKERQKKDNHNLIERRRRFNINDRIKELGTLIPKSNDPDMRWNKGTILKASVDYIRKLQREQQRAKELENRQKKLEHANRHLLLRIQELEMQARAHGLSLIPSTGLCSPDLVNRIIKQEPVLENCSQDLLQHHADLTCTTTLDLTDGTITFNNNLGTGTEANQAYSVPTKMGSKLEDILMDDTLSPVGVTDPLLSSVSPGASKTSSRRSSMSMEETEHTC
FBW7 act – human FBW7 E3 ligase activation, primary screen; AlphaScreen FBW7–phospho-cyclin E peptide binding, activator screen; normalized activity (activation), % at 26.1 µM; 0.13% of 650,000 active; AID 1259310; in the data active means normalized activity above about 1.9%;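 further: purified mutant Fbw7 with reduced substrate affinity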
TEAD-YAP block – TEAD-YAP interaction inhibition. HEK-TIYL cells, TEAD-Gal4/YAP UAS-luciferase luminescence. inhibition, % at 9.12 µM. 1.4% of 640,000 active; in the data active means inhibition above about 32%;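 further: 0% = median of test compound wells and 100% = reference inhibitor wells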
GPR151 activ – activates the human receptor GPR151 | activation, % at 11.2 µM | AID 1508602 | Q8TDV0 | PathHunter beta-arrestin GPR151 cells, luminescence | 1% of 650,000 active; in the data active means activation above about 4.9%;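 further: 0% = median of compound wells and 100% = cells with positive control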
Target sequence (Q8TDV0 whole entry, looked up): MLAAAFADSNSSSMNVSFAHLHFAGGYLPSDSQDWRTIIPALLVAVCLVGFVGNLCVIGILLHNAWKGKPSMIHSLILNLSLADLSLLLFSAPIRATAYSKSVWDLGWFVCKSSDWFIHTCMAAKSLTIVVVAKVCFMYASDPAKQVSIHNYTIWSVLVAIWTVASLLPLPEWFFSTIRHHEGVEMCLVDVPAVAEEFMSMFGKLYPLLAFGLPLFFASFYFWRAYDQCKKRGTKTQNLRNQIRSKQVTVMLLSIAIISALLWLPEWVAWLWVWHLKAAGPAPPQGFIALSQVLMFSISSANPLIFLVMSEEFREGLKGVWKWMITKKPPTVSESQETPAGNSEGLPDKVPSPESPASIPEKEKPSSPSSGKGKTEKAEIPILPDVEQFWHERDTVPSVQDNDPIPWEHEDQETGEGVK
Starred values were filed as active, the others as inactive. The order is random; 3.4% or so of the library scored in one or more.

Results for NNC(=O)c1ccc(Cn2nnc(-c3ccccc3)n2)cc1 ?
MITF inh: 9.3; FBW7 act: 0.0; TEAD-YAP block: 6.1; GPR151 activ: 0.1

How did CSc1ccc(C2SCC(=O)N2c2ccc(Oc3ccccc3)cc2)cc1 (stereo not given) do in these assays?
MITF inh: 7.7; FBW7 act: 0.0; TEAD-YAP block: 1.5; GPR151 activ: -0.7

Results for Cc1ccc(Cl)cc1NC(=O)CN1C(=O)c2ccccc2C1=O ?
MITF inh: 2.9; FBW7 act: 0.2; TEAD-YAP block: 3.6; GPR151 activ: 0.6

What do the screens show for `CC(=O)C(Sc1ncnc2scc(-c3ccc(Cl)cc3)c12)C(C)=O`?
MITF inh: 0.9; FBW7 act: -0.1; TEAD-YAP block: -3.2; GPR151 activ: 0.3

Results for O=C(NC(=S)NCc1ccccc1)C1CCCCC1 ?
MITF inh: 7.5; FBW7 act: 0.0; TEAD-YAP block: 1.1; GPR151 activ: -1.7

What do the screens show for `CN(C)c1ccc(C(=O)N2CCC(O)(c3ccccn3)CC2)cc1`?
MITF inh: 0.9; FBW7 act: 0.2; TEAD-YAP block: 13.6; GPR151 activ: -2.4

Results for Cc1cc(OC(C)C(=O)O)c2c(C)c(Cc3ccccc3)c(=O)oc2c1 (stereo not given) ?
MITF inh: -8.4; FBW7 act: 0.1; TEAD-YAP block: -1.4; GPR151 activ: 0.5

How did COc1ccc(Cl)cc1NC(=O)CC(C)S(=O)(=O)c1ccc2c(c1)OCC(=O)N2 (stereo not given) do in these assays?
MITF inh: 6.6; FBW7 act: 0.0; TEAD-YAP block: 1.4; GPR151 activ: 0.6

Results for Cn1ccc(CC(=O)NCCN2Cc3ccccc3OC(c3ccccc3F)C2)c1 (stereo not given) ?
MITF inh: 4.5; FBW7 act: -0.1; TEAD-YAP block: -0.5; GPR151 activ: 1.1

What do the screens show for `CCOc1cc(/C=C2/C(=N)N3N=C(CC)SC3=NC2=O)cc(Cl)c1OCCOc1ccccc1C`?
MITF inh: 11.7; FBW7 act: 0.0; TEAD-YAP block: -10.8; GPR151 activ: -0.2

Results for O=C(/C=C/c1ccc(Cl)cc1Cl)NCCN1CCOCC1 ?
MITF inh: 9.0; FBW7 act: 0.0; TEAD-YAP block: -8.1; GPR151 activ: 0.8

Results for CCc1nnc2n1N(C(C)=O)C(c1ccc(C)cc1)=C(C(C)=O)S2 ?
MITF inh: 3.4; FBW7 act: -1.3; TEAD-YAP block: 6.1; GPR151 activ: 2.5

What do the screens show for `C/C(CC(=O)Nc1ccc(F)cc1)=N\NC(=O)c1ccc(I)cc1`?
MITF inh: -7.0; FBW7 act: -0.1; TEAD-YAP block: -16.6; GPR151 activ: -0.3

Results for c1cncc(CCNc2ccnc3c(-c4ccsc4)cnn23)c1 ?
MITF inh: 15.2; FBW7 act: 0.0; TEAD-YAP block: -32.3; GPR151 activ: 1.1

Results for COc1ccc(C2CC(c3cccs3)=NN2C(=O)CSc2nnc(CNC(=O)c3cccc(F)c3)n2-c2cccc(C)c2C)cc1 (stereo not given) ?
MITF inh: 16.8; FBW7 act: 0.5; TEAD-YAP block: 0.3; GPR151 activ: 0.8

What do the screens show for `COc1ccc(C2CC2(Cl)Cl)cc1[N+](=O)[O-]` (stereo not given)?
MITF inh: -13.2; FBW7 act: 0.1; TEAD-YAP block: 6.8; GPR151 activ: -0.2

Results for CCOc1ccc(N2C(=O)c3ccc(OC)c(OC)c3C2=O)cc1 ?
MITF inh: -8.8; FBW7 act: 0.2; TEAD-YAP block: 0.1; GPR151 activ: 3.0

What do the screens show for `c1ccc(Cn2cc(-c3ccncc3)cn2)nc1`?
MITF inh: -1.4; FBW7 act: -0.1; TEAD-YAP block: 5.6; GPR151 activ: -0.7

Results for Cc1cnc(N2CCN(Cc3ccc4c(c3)OCO4)CC2)nc1NCCOc1ccccc1 ?
MITF inh: 14.9; FBW7 act: 0.0; TEAD-YAP block: -1.7; GPR151 activ: 1.5

Results for Cn1cc(SCC(=O)Nc2ccc(Br)cc2)c2ccccc21 ?
MITF inh: 0.2; FBW7 act: 0.0; TEAD-YAP block: 3.1; GPR151 activ: 0.9

How did Cc1cc(-c2nnc(SCc3cccnc3)o2)no1 do in these assays?
MITF inh: 8.5; FBW7 act: -0.1; TEAD-YAP block: -0.7; GPR151 activ: 1.6

Results for CCOC(=O)c1c(CSCN2CCOCC2)oc2ccc(OC)cc12 ?
MITF inh: 5.2; FBW7 act: 0.1; TEAD-YAP block: 12.3; GPR151 activ: -0.2

Results for O=C(OCCNc1c(F)c(F)nc(F)c1F)c1ccccc1 ?
MITF inh: -4.3; FBW7 act: 0.2; TEAD-YAP block: 8.3; GPR151 activ: 0.2

Results for COc1ccc(Cl)cc1C(=O)NCc1ccc(Cl)cc1 ?
MITF inh: -12.9; FBW7 act: -0.2; TEAD-YAP block: 6.1; GPR151 activ: -0.5

How did O=C(NCc1ccccc1)C1CN(Cc2ccco2)CCN1C(=O)NCc1ccco1 (stereo not given) do in these assays?
MITF inh: 12.4; FBW7 act: 0.4; TEAD-YAP block: 4.4; GPR151 activ: 1.9

How did CC(C)C(CC(=O)NC1CCCCC1C)NS(=O)(=O)c1ccc(F)cc1 (stereo not given) do in these assays?
MITF inh: -8.4; FBW7 act: 0.0; TEAD-YAP block: -6.0; GPR151 activ: 1.9

Results for Cc1ccc(-n2[nH]c(C)c(C=Nc3ccc(S(=O)(=O)NCc4ccccc4)cc3)c2=O)cc1C ?
MITF inh: -2.1; FBW7 act: -0.1; TEAD-YAP block: -6.0; GPR151 activ: -0.8

How did CCOCCSC1=C(C#N)C(c2ccco2)C(C(C)=O)=C(C)N1 (stereo not given) do in these assays?
MITF inh: -11.6; FBW7 act: 0.0; TEAD-YAP block: -4.4; GPR151 activ: 0.2

Results for COC(=O)C(CC(C)C)NC(=O)C(N)Cc1ccccc1 (stereo not given) ?
MITF inh: 1.7; FBW7 act: 0.1; TEAD-YAP block: 4.2; GPR151 activ: -0.2

What do the screens show for `Cc1ccc(-c2nc(NC(=O)c3cncc(Br)c3)sc2C)cc1`?
MITF inh: -6.4; FBW7 act: 0.2; TEAD-YAP block: 5.5; GPR151 activ: 0.5

What do the screens show for `CC1CCC2(CC1)NC(=O)N(CN1CCN(c3cccc(C(F)(F)F)c3)CC1)C2=O` (stereo not given)?
MITF inh: 12.2; FBW7 act: 0.3; TEAD-YAP block: -2.2; GPR151 activ: -1.0

What do the screens show for `CC(=O)C1=C(c2ccccc2)N(C(C)=O)n2c(nnc2-c2ccc(C)cc2)S1`?
MITF inh: -19.9; FBW7 act: 0.0; TEAD-YAP block: 8.3; GPR151 activ: 0.2

Results for CC(C)(C)c1ccc(C(=O)NNC(=O)C(=O)NCc2ccccc2)cc1 ?
MITF inh: -3.6; FBW7 act: -0.1; TEAD-YAP block: -5.1; GPR151 activ: 0.9

How did Cc1sc(NC(=O)CN(C2CCCC2)S(=O)(=O)c2ccccc2)c(C(N)=O)c1C do in these assays?
MITF inh: -6.8; FBW7 act: -0.1; TEAD-YAP block: -0.1; GPR151 activ: 0.4

Results for Cc1cc(NC(=O)C(=O)NCc2ccco2)no1 ?
MITF inh: -0.1; FBW7 act: 0.2; TEAD-YAP block: 0.1; GPR151 activ: -0.4

What do the screens show for `CCOC(=O)C1=C(C)NC2=C(C(=O)C(C(=O)OCC)C(c3ccccc3OC)C2)C1c1ccc(CC)cc1` (stereo not given)?
MITF inh: -13.4; FBW7 act: 0.0; TEAD-YAP block: 7.3; GPR151 activ: -0.4

Results for COC(=O)COc1cccc(NC(=O)c2ccccc2Cl)c1 ?
MITF inh: 3.9; FBW7 act: -0.1; TEAD-YAP block: -6.9; GPR151 activ: -0.9

Results for Cc1cccc(N/C(N)=N/c2nc(C)cc(C)n2)c1 ?
MITF inh: 19.9; FBW7 act: -0.2; TEAD-YAP block: 8.3; GPR151 activ: -0.9

Results for COCC1CCCCN1C(=O)c1cccc(OC2CCN(S(C)(=O)=O)CC2)c1 (stereo not given) ?
MITF inh: 5.0; FBW7 act: 0.1; TEAD-YAP block: -8.7; GPR151 activ: -1.9

Results for CN1CCC(OC(=O)COc2ccccc2)CC1 ?
MITF inh: -10.7; FBW7 act: 0.0; TEAD-YAP block: 1.2; GPR151 activ: 0.8

How did O=C(CN1CCCCC1)Nc1c2c(nc3ccccc13)CCC2 do in these assays?
MITF inh: 53.4*; FBW7 act: -0.2; TEAD-YAP block: 1.8; GPR151 activ: -0.8

Results for COc1cc(Br)ccc1NS(=O)(=O)c1ccc(Cl)cc1 ?
MITF inh: -1.7; FBW7 act: 0.1; TEAD-YAP block: 5.0; GPR151 activ: 0.2

Results for CC(=O)c1cc(C(=O)N2CCOc3ccc(CN4CCOCC4)cc3C2)cs1 ?
MITF inh: 20.4; FBW7 act: 0.3; TEAD-YAP block: 5.9; GPR151 activ: -0.8

Results for CCN1CCCC1Cn1c(C)nnc1SCC(C)=O (stereo not given) ?
MITF inh: -2.3; FBW7 act: 0.0; TEAD-YAP block: 2.6; GPR151 activ: -0.8

How did c1ccc2oc(SCc3cn4cccnc4n3)nc2c1 do in these assays?
MITF inh: -0.6; FBW7 act: 0.1; TEAD-YAP block: -52.8; GPR151 activ: 0.2

Results for COc1ccc(-c2csc(NC(=O)c3ccco3)n2)c(OC)c1 ?
MITF inh: -11.8; FBW7 act: 0.2; TEAD-YAP block: -70.4; GPR151 activ: 1.1

How did COc1ccc(-n2c(C)cc(C(=O)CCl)c2C)cc1 do in these assays?
MITF inh: -0.3; FBW7 act: -0.2; TEAD-YAP block: 10.9; GPR151 activ: 2.1

What do the screens show for `COc1ccc(C(C(=O)NC2CCCC2)N(C(=O)c2ccco2)C2CC2)cc1` (stereo not given)?
MITF inh: 6.2; FBW7 act: 0.0; TEAD-YAP block: 4.4; GPR151 activ: -0.8

What do the screens show for `O=C(NCc1ccc(Cl)cc1)c1sc(=S)n2c1[nH]c(=O)c1ccccc12`?
MITF inh: -7.1; FBW7 act: -0.1; TEAD-YAP block: -2.8; GPR151 activ: 2.4

What do the screens show for `COc1ccc(S(=O)(=O)Oc2ccc(C=O)cc2Br)cc1`?
MITF inh: -1.6; FBW7 act: -0.1; TEAD-YAP block: 7.1; GPR151 activ: 0.1

Results for O=C(Nc1ccccc1Br)N1CCC(CN2CCCCC2)CC1 ?
MITF inh: 0.6; FBW7 act: -0.1; TEAD-YAP block: 2.2; GPR151 activ: -1.0

What do the screens show for `Cc1ccc(Cl)cc1N1CCN(Cc2nnnn2C(C)(C)C)CC1`?
MITF inh: -7.7; FBW7 act: -0.1; TEAD-YAP block: 10.3; GPR151 activ: -0.7

How did CC1=C(C(=O)OCC(F)(F)F)C(c2ccc(N(C)C)cc2)NC(=O)N1 (stereo not given) do in these assays?
MITF inh: 3.8; FBW7 act: -0.1; TEAD-YAP block: 4.6; GPR151 activ: -0.9

How did Cc1c(Cl)c(=O)oc2cc(OC(=O)CCNC(=O)OCc3ccccc3)ccc12 do in these assays?
MITF inh: 13.4; FBW7 act: 0.1; TEAD-YAP block: 5.6; GPR151 activ: 2.0

What do the screens show for `CC(C)(C)c1ccc(C23OC(=O)C(C)(C)C2OC(=O)C3(C)C)cc1` (stereo not given)?
MITF inh: 14.3; FBW7 act: 0.8; TEAD-YAP block: 2.6; GPR151 activ: 0.6

Results for CSc1ccccc1Nc1ncnc2c1cnn2-c1ccccc1 ?
MITF inh: -2.8; FBW7 act: 0.0; TEAD-YAP block: -26.9; GPR151 activ: 2.5

What do the screens show for `CCC(CC)C(=O)N1CCC(Oc2cccc(CN(C)Cc3ncc[nH]3)c2)CC1`?
MITF inh: 19.0; FBW7 act: 0.0; TEAD-YAP block: 3.4; GPR151 activ: -0.7

Results for CCCOc1ccc(C(=O)CCC(=O)NC(C(=O)O)C(C)CC)cc1OCCC (stereo not given) ?
MITF inh: 5.1; FBW7 act: 0.1; TEAD-YAP block: 1.4; GPR151 activ: 0.5

Structures from the list above that contain fluorine (7):
Results for Cn1ccc(CC(=O)NCCN2Cc3ccccc3OC(c3ccccc3F)C2)c1 (stereo not given) ?
MITF inh: 4.5; FBW7 act: -0.1; TEAD-YAP block: -0.5; GPR151 activ: 1.1

What do the screens show for `C/C(CC(=O)Nc1ccc(F)cc1)=N\NC(=O)c1ccc(I)cc1`?
MITF inh: -7.0; FBW7 act: -0.1; TEAD-YAP block: -16.6; GPR151 activ: -0.3

Results for COc1ccc(C2CC(c3cccs3)=NN2C(=O)CSc2nnc(CNC(=O)c3cccc(F)c3)n2-c2cccc(C)c2C)cc1 (stereo not given) ?
MITF inh: 16.8; FBW7 act: 0.5; TEAD-YAP block: 0.3; GPR151 activ: 0.8

Results for O=C(OCCNc1c(F)c(F)nc(F)c1F)c1ccccc1 ?
MITF inh: -4.3; FBW7 act: 0.2; TEAD-YAP block: 8.3; GPR151 activ: 0.2

How did CC(C)C(CC(=O)NC1CCCCC1C)NS(=O)(=O)c1ccc(F)cc1 (stereo not given) do in these assays?
MITF inh: -8.4; FBW7 act: 0.0; TEAD-YAP block: -6.0; GPR151 activ: 1.9

What do the screens show for `CC1CCC2(CC1)NC(=O)N(CN1CCN(c3cccc(C(F)(F)F)c3)CC1)C2=O` (stereo not given)?
MITF inh: 12.2; FBW7 act: 0.3; TEAD-YAP block: -2.2; GPR151 activ: -1.0

How did CC1=C(C(=O)OCC(F)(F)F)C(c2ccc(N(C)C)cc2)NC(=O)N1 (stereo not given) do in these assays?
MITF inh: 3.8; FBW7 act: -0.1; TEAD-YAP block: 4.6; GPR151 activ: -0.9

Assay outcomes: PubChem, The Scripps Research Institute Molecular Screening Center
